Assay outcomes (PubChem)
LYPLA2 inh: LYPLA2 inhibitors, primary screen, counter-screen for PME1 inhibitor project, biochemical, fluorescence polarization, FP-Rh probe ABPP. actives 0.38% (n = 320,000). recombinant LYPLA2. inhibition, % at 5.9 µM. AID 2177, 2009;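 active = inhibition above the screen-wide mean plus 3 SD, limit set per campaign, cut at about 26% in these data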;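 note: 0% = LYPLA2 with DMSO and 100% = wells lacking LYPLA2 enzyme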
Target sequence (O95372 whole entry, looked up): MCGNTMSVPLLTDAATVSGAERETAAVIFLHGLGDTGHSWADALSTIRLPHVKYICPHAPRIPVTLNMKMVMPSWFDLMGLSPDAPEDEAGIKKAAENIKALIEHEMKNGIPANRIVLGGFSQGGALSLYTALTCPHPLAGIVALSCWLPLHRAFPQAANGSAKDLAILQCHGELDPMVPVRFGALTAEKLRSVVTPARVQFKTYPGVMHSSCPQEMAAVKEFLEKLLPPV
PME-1 inh: PME-1 inhibitors via competitive probe labeling, primary screen, biochemical, fluorescence polarization, FP-Rh probe, HTS. actives 0.53% (n = 320,000). Protein phosphatase methylesterase 1 (Homo sapiens), Q9Y570. inhibition, % at 5.9 µM. AID 2130, 2009. recombinant PME-1;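 active = inhibition above the campaign mean of all compounds plus 3 SD, cut at about 26% in these data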;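 note: competitive labeling of PME-1 active site by serine hydrolase directed probe; 0% = PME-1 with DMSO and 100% = wells lacking PME-1 enzyme; inhibitors block probe labeling so polarization falls and inhibition rises; many of its hits are not listed in these tables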
PAFAH1B2 FP inh: PAFAH1B2 enzyme inhibitors, primary screen, biochemical, fluorescence polarization, human; recombinant PAFAH1B2, FP-rhodamine activity probe; inhibition, % at 3.39 µM; actives 1.2% (n = 340,000);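 active = inhibition above the mean of all tested compounds plus 3 SD, cut at about 24% in these data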;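 note: 0% = enzyme with DMSO and 100% = wells lacking PAFAH1B2; many of its hits are not listed in these tables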
Target sequence (P68402 whole entry, looked up): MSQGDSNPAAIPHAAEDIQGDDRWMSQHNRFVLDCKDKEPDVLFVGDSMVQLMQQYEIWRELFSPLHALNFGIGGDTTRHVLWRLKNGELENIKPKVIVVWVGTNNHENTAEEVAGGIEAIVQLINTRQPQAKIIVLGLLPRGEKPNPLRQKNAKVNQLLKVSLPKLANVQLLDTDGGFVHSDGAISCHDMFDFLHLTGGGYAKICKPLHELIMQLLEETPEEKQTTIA
PAFAH1B3 FP inh: PAFAH1B3 enzyme inhibitors, primary screen, biochemical, fluorescence polarization, human. Platelet-activating factor acetylhydrolase IB subunit alpha1 (Homo sapiens), Q15102. recombinant PAFAH1B3, FP-rhodamine probe. inhibition, % at 3.39 µM. actives 0.28% (n = 340,000). AID 492972, 2010;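 active = inhibition above the screen-wide average of all tested compounds plus 3 SD, cut at about 25% in these data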;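 note: 0% = enzyme with DMSO only and 100% = wells lacking PAFAH1B3 protein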
LYPLA1 counter: LYPLA1 inhibitors, primary screen, counter-screen for PME1 inhibitor project, biochemical, fluorescence polarization, FP-Rh probe ABPP. inhibition, % at 5.9 µM. AID 2174, 2009. recombinant LYPLA1. Acyl-protein thioesterase 1 (Homo sapiens), O75608. actives 0.16% (n = 320,000);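 active = inhibition above the mean of all tested compounds plus 3 SD, set per campaign, cut at about 14% in these data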;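 note: inhibitors block serine hydrolase probe labeling of LYPLA1 so polarization falls; 0% = enzyme with DMSO and 100% = wells lacking LYPLA1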
GSTO1 inh: inhibitors of recombinant GSTO1, primary screen, counter-screen for RBBP9 inhibitor project, biochemical, fluorescence polarization | Glutathione S-transferase omega-1 (Homo sapiens), P78417 | activity-based probe fluorescence polarization | inhibition, % at 5.96 µM | actives 1.1% (n = 300,000);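 active = inhibition above the campaign mean inhibition plus 3 SD, cut at about 35% in these data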;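 note: 0% = GSTO1-1 with DMSO and 100% = wells lacking GSTO1-1 enzyme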
PAD4 inh: human PAD4 inhibitors, primary screen, biochemical, fluorescence polarization, 1536-well format; actives 0.41% (n = 330,000); AID 485272, 2010; recombinant PAD4, RCA probe fluorescence polarization; Protein-arginine deiminase type-4 (Homo sapiens), Q9UM07; inhibition, % at 6.36 µM;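 active = percent inhibition above a cutoff equal to the mean of all tested compounds plus 3 SD, cut at about 15% in these data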;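 note: 0% = PAD4 with RCA probe and DMSO and 100% = probe without PAD4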
Target sequence (Q9UM07 whole entry, looked up): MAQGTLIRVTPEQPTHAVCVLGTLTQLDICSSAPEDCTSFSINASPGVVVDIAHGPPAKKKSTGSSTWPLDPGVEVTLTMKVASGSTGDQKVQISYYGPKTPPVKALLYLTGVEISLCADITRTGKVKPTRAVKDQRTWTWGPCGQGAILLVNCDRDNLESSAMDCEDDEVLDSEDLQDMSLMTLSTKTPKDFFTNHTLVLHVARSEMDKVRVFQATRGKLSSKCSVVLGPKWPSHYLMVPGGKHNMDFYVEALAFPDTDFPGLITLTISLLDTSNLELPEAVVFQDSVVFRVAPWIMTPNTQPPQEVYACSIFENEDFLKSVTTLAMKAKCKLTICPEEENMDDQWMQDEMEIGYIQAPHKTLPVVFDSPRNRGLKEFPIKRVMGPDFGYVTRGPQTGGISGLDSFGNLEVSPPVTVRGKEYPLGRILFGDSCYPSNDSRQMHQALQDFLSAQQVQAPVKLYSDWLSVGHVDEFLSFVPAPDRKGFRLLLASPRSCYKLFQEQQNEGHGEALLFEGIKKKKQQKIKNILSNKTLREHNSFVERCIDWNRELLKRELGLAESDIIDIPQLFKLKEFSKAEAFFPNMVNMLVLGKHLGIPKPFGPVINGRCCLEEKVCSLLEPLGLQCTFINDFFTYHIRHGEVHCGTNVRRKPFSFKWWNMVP
PREPL inh: PREPL enzyme inhibitors, primary screen, biochemical, fluorescence polarization; AID 2751, 2010; inhibition, % at 5.96 µM; actives 0.68% (n = 320,000); recombinant PREPL, fluorescence polarization activity-based probe; in the data active = inhibition above about 43%;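 note: 0% = enzyme with DMSO and 100% = wells lacking enzyme; many of its hits are not listed in these tables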
pPAFAH inh: pPAFAH enzyme inhibitors, primary screen, biochemical, fluorescence polarization, human. inhibition, % at 3.39 µM. actives 1.5% (n = 330,000). recombinant pPAFAH, FP-rhodamine probe fluorescence polarization. Platelet-activating factor acetylhydrolase (Homo sapiens), Q13093. AID 463082, 2010;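 active = inhibition above the mean inhibition across the screen plus 3 SD, cut at about 25% in these data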;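 note: inhibitors block binding of the rhodamine activity-based probe so polarization drops; 0% = enzyme with DMSO and 100% = wells lacking pPAFAH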
* hit, by the source's call; · = not tested or not shown. An excerpt, so the mix of outcomes need not match the whole.

SMILES	LYPLA2 inh	PME-1 inh	PAFAH1B2 FP inh	PAFAH1B3 FP inh	LYPLA1 counter	GSTO1 inh	PAD4 inh	PREPL inh	pPAFAH inh
COc1ccc(C2/C(=C(/O)c3ccc(C)cc3)C(=O)C(=O)N2CC2CCCO2)cc1OC (stereo unspecified)	-5.7	1.0	0.8	-2.4	-0.8	0.7	-0.2	4.8	0.9
Cc1cc(C)nc(SCc2nnc(SCc3ccccc3Cl)o2)n1	-2.2	7.3	4.6	9.4	-5.0	6.8	-3.5	-4.8	1.5
CC(=O)N1N=C(c2ccc3nccnc3c2)CC1c1ccccc1 (stereo unspecified)	5.1	-0.2	5.2	10.6	0.7	8.4	0.1	-6.6	4.4
CCOc1ccc(-c2ccc(SCC)nn2)cc1	5.2	0.9	3.7	1.0	0.1	6.6	-2.9	0.5	-1.6
COc1ccc(N=C2S/C(=C\c3ccc(C)s3)C(=O)N2CC(C)C)cc1	-3.4	-3.8	-3.1	0.1	-2.2	4.3	3.5	3.9	3.6
O=C(c1ccc(F)cc1)N1CCC(C(=O)N2CCN(S(=O)(=O)c3cccc(Cl)c3)CC2)CC1	6.9	13.4	2.6	4.5	2.6	-0.9	-0.8	9.3	4.0
CN(C1CCCCC1)S(=O)(=O)c1cccc(C(=O)OCC(=O)NC2CCCc3ccccc32)c1 (stereo unspecified)	-5.7	18.1	-4.9	-3.5	-3.6	2.7	2.8	-5.3	15.6
C/C=C(/C)C(=O)O[C@@H]1c2c(ccc3ccc(=O)oc23)O[C@@H]1C(C)(C)OC(C)=O	-1.0	14.6	-0.5	-0.4	0.9	5.5	-3.8	-13.7	2.6
CCOC(=O)c1ccc(-n2nc(C)cc2C)cc1	10.6	-2.5	-1.3	2.3	0.8	3.1	1.5	17.5	1.6
Cc1ccc(C2(C)NC(=O)N(CC(=O)NNC(=O)c3ccccc3F)C2=O)cc1 (stereo unspecified)	-3.9	-6.8	7.7	8.9	-0.2	·	-1.7	-0.6	-5.0
Oc1ccc(C2CNCc3sccc32)cc1O (stereo unspecified)	-1.3	0.1	6.4	9.2	-3.7	48.5*	4.4	-0.2	7.5
COc1ccc(NC(=O)CN(C)C(=O)CCCc2c[nH]c3ccccc23)cc1	-1.3	-2.9	-0.6	6.0	-0.1	5.8	-0.5	14.5	-1.3
OC1(C#Cc2c(-c3ccsc3)oc3ccc(N4CCOCC4)cc23)CCCCC1	-2.4	1.6	-4.8	6.6	-5.6	-5.3	-1.6	7.4	7.5
CC(Sc1ccc(S(=O)(=O)N2CCCC2)cn1)C(N)=O (stereo unspecified)	-0.8	-2.4	2.5	9.4	-1.6	·	-0.5	1.0	0.2
CC(=O)Oc1c(C)cc(Cl)cc1C(=O)Nc1ccc([N+](=O)[O-])cc1Cl	3.0	0.5	6.0	3.2	1.5	7.0	2.6	-1.1	10.0
CCCCOc1ccc(CSC(=N)N)cc1[N+](=O)[O-]	8.5	-3.6	1.4	2.6	5.0	-13.4	-0.1	3.0	11.6
CC(C)(C)C(=O)Nc1ccc2c(c1)OCCOCCOc1cc(NC(=O)C(C)(C)C)ccc1OCCOCCO2	-3.6	-1.9	4.8	-5.9	-4.0	1.9	-4.2	5.0	6.2
Cc1ccc(C)c(NC(=O)CSc2ccc(-c3cccs3)nn2)c1	-9.7	-10.9	0.2	-3.9	-9.3	-4.4	-2.1	1.1	1.5
O=C(Nc1ccc2c(c1)OCCO2)c1ccc(Br)cc1	2.5	-1.9	0.7	-12.8	1.3	2.2	2.3	21.7	2.4
CC(C)c1ccc(-n2cnn(-c3ncccc3[N+](=O)[O-])c2=O)cc1	5.5	2.5	8.1	7.5	-0.8	5.8	-3.6	4.8	2.5

2 compounds picked at random from those above, as already listed:
SMILES	LYPLA2 inh	PME-1 inh	PAFAH1B2 FP inh	PAFAH1B3 FP inh	LYPLA1 counter	GSTO1 inh	PAD4 inh	PREPL inh	pPAFAH inh
Cc1cc(C)nc(SCc2nnc(SCc3ccccc3Cl)o2)n1	-2.2	7.3	4.6	9.4	-5.0	6.8	-3.5	-4.8	1.5
OC1(C#Cc2c(-c3ccsc3)oc3ccc(N4CCOCC4)cc23)CCCCC1	-2.4	1.6	-4.8	6.6	-5.6	-5.3	-1.6	7.4	7.5

(listing goes on)
SMILES	LYPLA2 inh	PME-1 inh	PAFAH1B2 FP inh	PAFAH1B3 FP inh	LYPLA1 counter	GSTO1 inh	PAD4 inh	PREPL inh	pPAFAH inh
O=C(Nc1cccc(C(F)(F)F)c1)C1(c2ccccc2)CC1	6.4	0.6	13.3	7.1	1.9	3.6	-1.6	5.1	1.2
O=C(CCNS(=O)(=O)c1ccc2c(c1)CCC(=O)N2)Nc1ccc2c(c1)OCCO2	3.2	1.1	0.8	10.3	-1.3	-5.6	-4.3	7.2	2.5
COc1ccc(CCNC(=O)c2ccc(COc3ccccc3OC)o2)cc1	1.1	0.2	-2.8	3.7	-1.1	12.5	-2.0	2.6	3.1
Cc1ccc(NC(=O)N2CCc3ccccc3C2)c(C)c1	-0.9	-5.6	-2.5	11.2	3.6	0.8	0.0	-2.4	2.8
COC(=O)c1sc(NC(=O)c2ccc([N+](=O)[O-])o2)c(C#N)c1C	8.6	11.0	5.3	12.5	4.2	7.1	-16.4	8.9	9.1
O=C(/C=C/c1ccccc1)NNc1ccc(Cl)cc1	2.5	-6.5	3.7	0.6	1.1	-2.0	4.1	-1.7	2.3
NC(=S)N=Nc1c(O)n(Cc2ccc(F)cc2)c2ccccc12	2.0	5.6	9.1	4.6	-1.5	10.0	-3.1	-1.6	7.5
CCC(C)[C@H](NC(=O)[C@@H]1CSC2c3ccccc3C(=O)N21)C(=O)NCC1CCCO1 (stereo partly specified)	-2.0	-0.8	0.1	5.8	-1.4	-2.2	-3.1	7.3	-5.7
COc1cccc(CNC(=O)c2nnn(CC(=O)Nc3cc(Cl)ccc3C)c2N)c1	-12.4	-25.6	7.3	5.8	-7.3	7.5	-7.7	-3.1	-8.1
COc1ccc(NC(=O)c2cc(-c3ccco3)on2)cc1	-17.8	-3.9	-3.4	-4.2	-6.7	-0.8	-17.8	11.1	2.0
CC(C)c1nnc(NC(=O)c2nc(S(=O)(=O)Cc3ccc(F)cc3)ncc2Cl)s1	-0.8	-12.3	6.9	3.1	-1.9	0.7	-3.9	4.6	2.7
COc1ccc(Nc2nc(C)nc3c2nnn3Cc2ccccc2Cl)c(OC)c1	4.1	4.4	0.5	5.0	1.2	0.3	2.1	5.1	5.7
CN(C)CCCn1c(SCC(=O)Nc2nc(-c3cccc(Br)c3)cs2)nc2ccccc2c1=O	-14.2	-26.9	-2.0	2.9	-12.7	-28.4	5.3	-144.5	5.4
CCOc1ccc(N2CC(C(=O)Nc3nnc(Cc4ccc(OC)c(OC)c4)s3)CC2=O)cc1 (stereo unspecified)	2.4	0.3	1.4	3.9	-0.9	8.8	-1.1	-0.5	2.4
O=C(c1cc2ccccc2oc1=O)N1CCN(S(=O)(=O)c2ccccc2)CC1	-0.9	-2.2	6.4	-3.4	2.2	-1.0	-0.8	8.4	4.2
NS(=O)(=O)c1cc(C(=O)OCC(=O)NNC(=O)c2ccccc2)ccc1Cl	-3.8	3.8	1.9	3.3	-0.3	6.5	0.3	-3.8	7.0
CCOc1ccc(N(CC(=O)Nc2ccc(C)c(Cl)c2)S(C)(=O)=O)cc1	-1.0	2.9	-0.9	0.0	-4.6	-0.5	7.2	-44.2	-5.4
S=c1[nH]nc(-c2cccs2)n1C1CCCCC1	-3.7	4.0	·	·	1.7	0.6	2.1	2.5	-11.2
O=C(Nc1cccc2c1C(=O)NC2=O)c1ccccc1[N+](=O)[O-]	1.7	3.1	4.0	8.4	2.4	-5.6	-2.0	33.0	0.2
COc1ccc(C(=O)c2ccc3oc(-c4ccc(OC)cc4)c(-c4ccc(O)cc4)c3c2)cc1	·	·	2.2	-10.6	·	·	1.4	2.0	12.1
COc1ccc(N(CC(O)Cn2nnc3ccccc32)S(=O)(=O)c2ccc(C)cc2)cc1 (stereo unspecified)	0.1	0.4	-3.1	1.7	1.1	4.4	-1.8	-24.0	-1.6
Cc1ccc(-c2[nH]c3cc(C(N)=O)ccc3c(=O)c2O)cc1	-8.1	7.3	11.2	29.3*	-13.2	19.9	2.9	21.1	23.9
COc1cccc(C(=O)NCc2ccc3c(c2)cc(C)n3C)c1	2.3	3.8	-2.0	16.7	5.2	-5.7	12.4	17.7	7.4
Cn1ncc(C#N)c1NC(=O)c1cc(-c2ccccc2Cl)on1	3.6	-3.3	-2.0	8.8	-1.4	-2.3	-1.1	-11.8	1.1
CCc1nnc(NS(=O)(=O)c2ccc(N3C(=O)C4CC=C(Cl)CC4C3=O)cc2)s1 (stereo unspecified)	0.3	-2.9	4.4	4.0	-1.0	-14.7	-2.6	4.2	7.8
Cc1ccc(OCc2cc(C(=O)N3CCN(CC(=O)NC(C)C)CC3)no2)cn1	3.9	1.1	1.2	2.9	1.5	-0.3	1.9	-3.5	3.8
CC1CCN(CCOCCOc2ccccc2-c2ccccc2)CC1	8.0	-1.8	0.7	3.0	0.5	2.7	0.1	3.2	1.7
CSCc1ccc(C(=O)Nc2cc(C)cc(C)c2)cc1	-10.3	1.6	-1.8	4.5	-3.3	-4.3	-0.8	3.0	1.7
Cc1ccccc1N/C(SCc1cccc(Br)c1)=C(/C#N)C(N)=O	-0.8	-8.5	2.6	7.7	-2.2	0.6	-4.5	-17.4	0.9
CCNS(=O)(=O)c1ccc(CCC(=O)NCc2cccnc2)cc1	2.2	-0.6	4.4	7.7	-1.5	-1.2	-0.9	-0.9	4.4
Cc1cc(C(=O)OCC(=O)Nc2ccc(S(N)(=O)=O)cc2)c2ccccc2n1	3.6	-0.5	0.0	4.1	2.5	-3.8	2.5	-2.8	-2.5
N#CC(C#N)=C1CCc2ccccc2N1	-3.3	-0.9	5.6	1.3	5.1	-0.2	1.1	1.4	-1.7
OC[C@@H]1[C@@H](c2ccc(F)cc2)C(c2ccccc2)=NN1c1ccccc1	·	·	9.6	13.2	·	·	5.0	·	2.8
COc1ccc(N(C)S(=O)(=O)c2c(C)[nH]c(=O)[nH]c2=O)c(OC)c1	-2.1	2.4	0.4	0.7	-3.0	3.2	-3.1	-6.1	1.7
CC(=O)Nc1ccc(S(=O)(=O)N2CCSC2c2ccccc2)cc1 (stereo unspecified)	-12.5	6.9	9.3	4.4	-2.7	6.8	2.4	-4.0	-6.3
Cc1nn(-c2ccccc2)c2sc(C(=O)NNC(=O)COc3cccc4ccccc34)cc12	-48.1	-45.0	-16.2	-23.9	-18.2	-28.4	-10.7	-17.0	-17.6
CCOc1ccc(C2CC(c3ccc(F)cc3)Nc3nc(N)nn32)cc1 (stereo unspecified)	-3.4	-3.3	5.5	8.0	-1.6	-4.0	-2.4	14.0	-1.1
Nc1ncc(N=Nc2cc(C(=O)O)ccc2Cl)s1	2.1	-2.8	7.9	21.5	2.8	-14.3	-13.5	4.4	25.6*
COc1ccc(OC)c(NC(=O)CSc2ncccc2C(=O)O)c1	-0.1	0.2	1.4	-2.3	-2.3	4.6	-1.7	8.8	4.5
